High-throughput results from PubChem.
HepG2 viability: counter-screen for TGF-b inhibitors: cytotoxicity in HepG2 cells; AID 588856; Potency, µM (titrated, usually from 46.1 µM), for the others: at the top dose activity change, negative = cytotoxicity, hits mostly cytotoxic; HepG2 CAGA-GFP viability, ATP luminescence, 18 h; actives 0.76% (n = 410,000); also: potency is read from the fitted curve at half-maximal effect; some results filed as inactive show a strong effect at the top dose
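HepG2 CAGA-GFP cells (1000/well, DMEM with 1% FBS) received compound, then TGF-beta at 500 pg/mL final, and were incubated 18 hours at 37 degrees C. Viability was read by CellTiter-Glo luminescence. Media-only wells were set as complete cell-killing and DMSO as no toxicity.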
Nrf2 ARE act: activators of Nrf2 (ARE) signaling; Potency, µM (top dose mostly 46.1 µM), without a hit: at the highest dose activation, usual class: activators; actives 0.31% (n = 410,000); AREc32 ARE-luciferase reporter (MCF7-derived line), luminescence, 24 h; also: potency is read from the fitted curve at half-maximal effect; % of control where 0% means no effect; nearly all actives have a fitted effect of over 65% in size
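AREc32_Fluc, 1000 cells/well, OPTI-MEM + 5% FBS, o/n 37 deg C 5% CO2; 23 nL cpd by pin tool, 24 hr; Steady-Glo 30 min RT, luminescence.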
MCF10A rereplic: DNA re-replication induction in MCF 10a cells; actives 2.9% (n = 350,000); Potency, µM (titrated, usually from 46.1 µM), for inactives: at the top dose activity, positive = re-replication, usual class: activators; AID 624296; MCF 10A DNA re-replication, Hoechst nuclear intensity, 48 h; also: potency is read from the fitted curve at half-maximal effect; % of control where 0% means no effect; nearly all actives have a fitted effect of over 50% in size
Nrf2 inh: blocks Nrf2 signaling; actives 2.1% (n = 360,000); Potency, µM (titrated, usually from 46 µM), for inactives: at the highest dose activity change, negative = inhibition, actives largely listed as inhibitors; A549 ARE-Fluc reporter, luciferase luminescence, 18-24 h; AID 504444; also: potency is read from the fitted curve at half-maximal effect; % is scaled to controls: 0 for no effect and ±100 for the full control effect; nearly all actives have a fitted effect of over 60% in size
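A549 ARE_Fluc cells (5000/well, 5% FBS OPTI-MEM) pre-incubated 2 h, then treated with compounds 18-24 h at 37C/5% CO2 in concentration-response. CellTiter-Fluor viability read first; BugLite luciferase luminescence after 15 min at room temperature gives Nrf2 activity.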
TGFb SMAD3 inh: blocks TGF-b signaling; HepG2 CAGA-GFP TGF-b/SMAD3 reporter, GFP fluorescence, 18 h; TGF-beta stimulated, 500 pg/mL final; Potency, µM (top dose mostly 46.1 µM), for the others: top-dose activity, negative = inhibition, actives largely listed as inhibitors; actives 1.2% (n = 410,000); also: potency is read from the fitted curve at half-maximal effect; % is scaled to controls: 0 for no effect and ±100 for the full control effect; nearly all actives have a fitted effect of over 65% in size
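Cell-based qHTS in HEPG2 carrying a CAGA-GFP Smad reporter; compounds added before 500 pg/mL final TGF-beta, 18 h incubation at 37 degrees C, GFP fluorescence quantified per cell by imaging cytometry.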
ATXN viability: reduces viability in counter-screen for ATXN expression inhibitors; S2 cells (HEK-293 line with an ATXN2-luciferase reporter) viability, CellTiter-Fluor protease fluorescence, 24 h; Potency, µM (top dose mostly 56.7 µM), most hits filed as cytotoxic; actives 0.49% (n = 400,000); also: potency is read from the fitted curve at half-maximal effect; nearly all actives have a fitted effect of over 40% in size
ATXN2 expr inh: reduces ATXN2 reporter expression in HEK-293 cells; actives 0.72% (n = 360,000); HEK-293 ATXN2-luciferase reporter, luminescence, 24 h; Potency, µM (highest dose often 57 µM), inactives show top-dose activity change, negative = inhibition, hits mostly inhibitors; AID 1745845; also: potency is read from the fitted curve at half-maximal effect; % is scaled to controls: 0 for no effect and ±100 for the full control effect; nearly all actives have a fitted effect of over 55% in size
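ATXN2-luciferase reporter cells (luciferase flanked by upstream and downstream ATXN2 gene portions) were treated 24 h at 37 °C with compounds at up to 57 uM. SteadyGlo luminescence gave expression; GF-AFC fluorescence gave viability.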
IL-1B inflam inh: inhibitors of inflammasome signaling (IL-1 beta secretion); AID 743279; THP-1 LPS/ATP IL-1B secretion, AlphaLISA, 16 h; hits give low values; actives 4.7% (n = 360,000); activity change, % at 57.5 µM; in the data active = activity change below about -50%; inconclusive = mostly about -30% to -49%; also: % is scaled to controls: 0 for no effect and ±100 for the full control effect
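THP-1 cells pretreated 1 hr with compounds (up to 57.5 uM final), then stimulated with LPS (250 ng/mL final) plus ATP (1.25 mM final); secreted IL-1B measured by AlphaLISA after 16 hr, decreased signal indicating inhibition.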
A549 tox: counter-screen for Nrf2 inhibitors: cytotoxicity in A549 cells; actives 0.16% (n = 390,000); Potency, µM (doses to about 46 µM), inactives show at the top dose activity change, negative = cytotoxicity, actives largely listed as inhibitors; A549 ARE-Fluc cells, CellTiter-Fluor viability, 18-24 h; also: potency is read from the fitted curve at half-maximal effect; % is scaled to controls: 0 for no effect and ±100 for the full control effect
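A549 ARE-Fluc cells in 5% FBS OPTI-MEM, 5000 cells/well, rested 2 h then exposed to compounds in concentration-response for 18-24 h at 37 °C. Viability by CellTiter-Fluor fluorescence (Ex 405/Em 525) after 30 min; luciferase luminescence (BugLite, 15 min, RT) read afterwards.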
Starred values were filed as active, the others as inactive; [ ] = remark or other dose. Unless noted, calls follow the shape of the dose curve; as a rule, active = well fitted curve in the direction sought with a large enough effect; inconclusive = small, poorly fitted or top-dose-only effect, or another doubt; inactive = no such curve, though single readings can be large; an effect the other way counts as inactive or inconclusive.

How did CC1=CC(C)(C)NC(=S)N1C(C)c1ccccc1 (stereo not given) do in these assays?
HepG2 viability: -16.2%; Nrf2 ARE act: 0.4%; MCF10A rereplic: -0.5%; Nrf2 inh: -23.1%; TGFb SMAD3 inh: inconclusive; ATXN viability: inactive; ATXN2 expr inh: -18.2%; IL-1B inflam inh: 60.0; A549 tox: 10.9%

How did Cc1ccc2nc(N(CCCN(C)C)C(=O)c3ccc(S(=O)(=O)N4CCCCCC4)cc3)sc2c1 do in these assays?
HepG2 viability: 15.8µM*; Nrf2 ARE act: -1.5%; MCF10A rereplic: -0.5%; Nrf2 inh: 1.0%; TGFb SMAD3 inh: inconclusive; ATXN viability: inactive; ATXN2 expr inh: inconclusive; A549 tox: -15.4%

How did Cc1ccc(C(C)C)c(OCC(=O)NCC2(N3CCOCC3)CCCCC2)c1 do in these assays?
HepG2 viability: -99.1%; Nrf2 ARE act: 3.8%; Nrf2 inh: inconclusive; TGFb SMAD3 inh: inconclusive; A549 tox: -4.1%

How did Cc1ccc(C2=Nc3ccccc3NC(C)(c3ccc(C)o3)C2)o1 (stereo not given) do in these assays?
HepG2 viability: -15.6%; Nrf2 ARE act: inconclusive; MCF10A rereplic: 3.8%; Nrf2 inh: inconclusive; TGFb SMAD3 inh: 25.1%; ATXN viability: inactive; ATXN2 expr inh: 24.2%; IL-1B inflam inh: 10.3; A549 tox: -3.5%

Results for Cc1cc(C)cc(NC(=S)NC2CC3CCC(C2)N3Cc2ccco2)c1 (stereo not given) ?
HepG2 viability: -4.7%; Nrf2 ARE act: 1.9%; MCF10A rereplic: -7.2%; Nrf2 inh: 4.4%; TGFb SMAD3 inh: 4.8%; ATXN viability: inactive; ATXN2 expr inh: -0.3%; IL-1B inflam inh: 0.0; A549 tox: -11.8%

Results for CC(CC(=O)Nc1nccs1)c1ccccc1 (stereo not given) ?
HepG2 viability: -16.7%; Nrf2 ARE act: -0.7%; MCF10A rereplic: -1.0%; Nrf2 inh: 1.2%; TGFb SMAD3 inh: 2.1%; ATXN viability: inactive; ATXN2 expr inh: -1.6%; IL-1B inflam inh: -14.3; A549 tox: 2.6%

Results for CCOc1ccc(CNC(=O)c2cc3c(=O)n(C)c4ccccc4c3s2)cc1 ?
HepG2 viability: 3.8%; Nrf2 ARE act: 0.5%; Nrf2 inh: 2.4%; TGFb SMAD3 inh: -13.5%; ATXN viability: inactive; ATXN2 expr inh: 8.9%; A549 tox: -3.1%

What do the screens show for `Cc1ccc(N2CC(=O)N(NC(=O)c3sc4nc(C)cc(C)c4c3N)CC2=O)cc1`?
HepG2 viability: 2.7%; Nrf2 ARE act: 0.4%; MCF10A rereplic: 25.0%; Nrf2 inh: 7.3%; TGFb SMAD3 inh: 7.1%; ATXN viability: inactive; ATXN2 expr inh: 0.0%; IL-1B inflam inh: 8.4; A549 tox: -4.0%

What do the screens show for `COC(=O)c1c(NC(=O)COC(=O)CNC(=O)C2CCCCC2)sc(C)c1C`?
HepG2 viability: 7.4%; Nrf2 ARE act: 2.8%; MCF10A rereplic: -2.1%; Nrf2 inh: 1.7%; TGFb SMAD3 inh: -26.8%; ATXN viability: inactive; ATXN2 expr inh: -1.9%; IL-1B inflam inh: 22.6; A549 tox: -3.2%

Results for Cc1ccccc1OCCn1c(CCNC(=O)C(C)C)nc2ccccc21 ?
HepG2 viability: -6.0%; Nrf2 ARE act: -0.5%; MCF10A rereplic: 0.7%; Nrf2 inh: 9.0%; TGFb SMAD3 inh: -41.7%; ATXN viability: inactive; ATXN2 expr inh: 0.8%; IL-1B inflam inh: 11.2; A549 tox: 10.9%

Results for O=C(c1ccc2c(=O)n3c(nc2c1)CCCCC3)N1CCCCC1 ?
HepG2 viability: 6.3%; Nrf2 ARE act: 0.2%; MCF10A rereplic: 1.9%; Nrf2 inh: 2.2%; TGFb SMAD3 inh: -0.2%; ATXN viability: inactive; ATXN2 expr inh: 14.4%; IL-1B inflam inh: 46.9; A549 tox: -1.9%

What do the screens show for `Cc1ccc(-c2nnn(CC(=O)N(CC3CCCO3)C(C(=O)NC3CCCC3)c3ccc(O)cc3)n2)o1` (stereo not given)?
HepG2 viability: 21.1%; Nrf2 ARE act: 0.2%; MCF10A rereplic: 1.8%; Nrf2 inh: 23.0%; TGFb SMAD3 inh: -14.5%; ATXN viability: inactive; ATXN2 expr inh: -19.2%; IL-1B inflam inh: -4.8; A549 tox: 3.3%

Results for COc1ccc(-c2ccc(=O)n(CC(=O)Nc3ccc(C)cc3C)n2)cc1 ?
HepG2 viability: -25.7%; Nrf2 ARE act: 3.5%; TGFb SMAD3 inh: -14.1%; ATXN viability: inconclusive; ATXN2 expr inh: -14.0%; A549 tox: 10.0%

What do the screens show for `COc1ccc(C(=O)NC2CCN(S(=O)(=O)c3ccc(F)cc3)CC2)cc1`?
HepG2 viability: -37.1%; Nrf2 ARE act: 0.0%; MCF10A rereplic: -1.3%; Nrf2 inh: -27.9%; TGFb SMAD3 inh: -21.3%; ATXN viability: inconclusive; ATXN2 expr inh: -50.6%; IL-1B inflam inh: -6.8; A549 tox: -1.4%

How did COC(=O)C(C)Sc1nc(NCc2ccccc2)nc(N(C)C)n1 (stereo not given) do in these assays?
HepG2 viability: -2.6%; Nrf2 ARE act: -0.3%; MCF10A rereplic: 17.1%; Nrf2 inh: inconclusive; TGFb SMAD3 inh: -0.6%; ATXN viability: inactive; ATXN2 expr inh: -14.6%; IL-1B inflam inh: -8.8; A549 tox: 13.7%

Results for O=C(NNC(=S)Nc1ccccc1)c1cccc(Br)c1 ?
HepG2 viability: -26.1%; Nrf2 ARE act: inconclusive; MCF10A rereplic: 19.5%; Nrf2 inh: -48.6%; TGFb SMAD3 inh: inconclusive; ATXN viability: inactive; ATXN2 expr inh: 35.9%[activator]; IL-1B inflam inh: 31.7; A549 tox: -8.0%

What do the screens show for `COc1cc(Cl)c(C)cc1NC(=O)c1ccc(S(C)(=O)=O)cc1`?
HepG2 viability: -2.9%; Nrf2 ARE act: 1.6%; MCF10A rereplic: -22.8%[9.22 µM]; Nrf2 inh: -15.9%; TGFb SMAD3 inh: -13.8%; ATXN viability: inconclusive; ATXN2 expr inh: -21.9%; IL-1B inflam inh: inconclusive; A549 tox: 4.9%

What do the screens show for `O=C(Nc1ccncc1)c1sc2ccccc2c1Cl`?
HepG2 viability: -28.2%; Nrf2 ARE act: 7.8%; MCF10A rereplic: 1.2%; Nrf2 inh: -19.7%; TGFb SMAD3 inh: -30.4%; ATXN viability: inactive; ATXN2 expr inh: 29.1%; IL-1B inflam inh: -55.4*; A549 tox: -5.5%

Results for COc1ccc(Nc2nc(NC(C)(C)C)nc(N3CCOCC3)n2)c(OC)c1 ?
HepG2 viability: -18.0%; Nrf2 ARE act: 0.3%; MCF10A rereplic: 15.4%; Nrf2 inh: -18.6%; TGFb SMAD3 inh: 3.3%; ATXN viability: inactive; ATXN2 expr inh: 6.8%; IL-1B inflam inh: -15.6; A549 tox: 13.7%

What do the screens show for `COc1nn(CC(=O)N2N=C(C)CC2(O)C(F)F)cc1[N+](=O)[O-]` (stereo not given)?
HepG2 viability: -13.9%; Nrf2 ARE act: -1.2%; MCF10A rereplic: -0.7%; Nrf2 inh: inconclusive; TGFb SMAD3 inh: -0.6%; ATXN viability: inactive; ATXN2 expr inh: -0.1%; IL-1B inflam inh: -6.2; A549 tox: -8.2%

What do the screens show for `COc1ccc(NC(=O)CN(C)S(=O)(=O)c2ccccc2)c([N+](=O)[O-])c1`?
HepG2 viability: 17.5%; Nrf2 ARE act: 0.1%; MCF10A rereplic: 11.4%; Nrf2 inh: 2.4%; TGFb SMAD3 inh: -5.0%; ATXN viability: inactive; ATXN2 expr inh: 7.1%; IL-1B inflam inh: -0.7; A549 tox: -13.9%

Results for CCOc1ncccc1C(=O)N1CCN(S(=O)(=O)c2ccc(Br)cc2Cl)CC1 ?
HepG2 viability: -39.7%; Nrf2 ARE act: -0.2%; MCF10A rereplic: inconclusive; Nrf2 inh: -5.4%; TGFb SMAD3 inh: 1.4%; ATXN viability: inactive; ATXN2 expr inh: 13.2%; IL-1B inflam inh: 10.1; A549 tox: 3.4%

How did CCSc1oc(-c2ccco2)nc1S(=O)(=O)c1ccc(F)cc1 do in these assays?
HepG2 viability: 0.9%; Nrf2 ARE act: -0.7%; MCF10A rereplic: 12.5%; Nrf2 inh: -37.5%; TGFb SMAD3 inh: -5.4%; ATXN viability: inactive; ATXN2 expr inh: 1.0%; IL-1B inflam inh: -2.3; A549 tox: -4.0%

What do the screens show for `OCCN1CCN(c2nc(-c3ccccc3)c3cc(Cl)ccc3n2)CC1`?
HepG2 viability: -88.2%; Nrf2 ARE act: 11.4%; MCF10A rereplic: inconclusive; TGFb SMAD3 inh: inconclusive; ATXN viability: inactive; ATXN2 expr inh: -21.6%; IL-1B inflam inh: -52.1*; A549 tox: inconclusive

What do the screens show for `Cc1ccc(CCNC(=O)CCCn2c(=O)c3cccn3c3ccc(F)cc32)cc1`?
HepG2 viability: -13.7%; Nrf2 ARE act: 0.8%; Nrf2 inh: -14.7%; TGFb SMAD3 inh: inconclusive; A549 tox: -12.5%

How did CC1(C(=O)NCc2ccncc2)Cc2c(-c3cccc(C(F)(F)F)c3)ccnc2O1 (stereo not given) do in these assays?
HepG2 viability: -14.1%; Nrf2 ARE act: 1.1%; TGFb SMAD3 inh: -3.5%; ATXN viability: inactive; ATXN2 expr inh: -15.6%; IL-1B inflam inh: 18.2
